# Source: PubChem (several laboratories)
# PTK2B oligo ant: blocks oligomerization of human Pyk2 in cells; Q293 cells, Pyk2 FERM NanoBiT luminescence; stronger effect = lower value; z-score (the deposit names both 25 µM and 10 µM); hit rate 0.83% among 99,000; AID 1347419;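 active = Z-score of -3 or lower, scaled per plate to the spread of control and sample wells; inactive = z-score above -3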;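 note: negative z-score means lost luminescence so less FERM oligomerization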
# HUVEC tox IL1B: toxic to HUVEC cells under IL-1B stimulation | hit rate 0.41% among 94,000 | cell count reduction, % at 2 µM | HUVEC cell count loss, Hoechst imaging, IL-1B stimulated;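 active = cell count reduction more than 3 SD above the screen-wide mean, cut at about 70% in these data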;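 note: normalized per plate to untreated control cells as the no-loss baseline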
# PTPN22 act: increases human PTPN22 phosphatase activity; Q9Y2R2; recombinant LYP, DiFMUP fluorescence; 0 = plate median, 100 = signal doubled; activation, % at 2 µM; hit rate 0.11% among 96,000; AID 697;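 active = activation at 2 µM above a set limit, the mean plus 5 SD, cut at about 37% in these data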
# F-actin modifier: cytoskeleton assembly modification; HUVEC TNFa F-actin phalloidin imaging, high content; inhibition, % at 2 µM; hit rate 0.18% among 91,000;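 active = inhibition above the batch mean plus 3 SD and confirmed as a hit by visual image inspection, cut at about 30% in these data, passing the limit was not always enough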; note: strong numbers were not always called active
# TNFa cytotox: toxic to HUVEC cells under TNF alpha stimulation; HUVEC TNFalpha-stimulated, Hoechst cell count, imaging; cell count reduction, % at 2 µM; hit rate 0.17% among 93,000;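 active = cell count reduction exceeding the screen mean by over 5 SD, scaled to untreated wells per plate, cut at about 78% in these data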;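 note: cells counted after 24 h of TNF alpha exposure following the 1 h pretreatment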
# VCAM1 TNFa inh: reduces TNF alpha induced VCAM1 expression in HUVEC. HUVEC TNFa-induced VCAM-1 immunofluorescence, high-content imaging. inhibition, % at 2 µM. hit rate 0.48% among 95,000. AID 802;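 active = inhibition above the batch mean plus 3 SD, with images confirmed as a hit by eye, cut at about 37% in these data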;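 note: 0% = TNF-stimulated DMSO wells and 100% = unstimulated control wells; not every result past the cut was called active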
# FAK blocker: FAK (human) kinase inhibition | inhibition, %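 (tested at 7 µM)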 | AID 727 | hit rate 0.84% among 97,000 | biochemical FAK kinase activity assay | Q05397; in the data active = inhibition above about 19%;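 note: 0% = DMSO and 100% = reference compound high control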
# Target sequence (Q05397 whole entry, looked up): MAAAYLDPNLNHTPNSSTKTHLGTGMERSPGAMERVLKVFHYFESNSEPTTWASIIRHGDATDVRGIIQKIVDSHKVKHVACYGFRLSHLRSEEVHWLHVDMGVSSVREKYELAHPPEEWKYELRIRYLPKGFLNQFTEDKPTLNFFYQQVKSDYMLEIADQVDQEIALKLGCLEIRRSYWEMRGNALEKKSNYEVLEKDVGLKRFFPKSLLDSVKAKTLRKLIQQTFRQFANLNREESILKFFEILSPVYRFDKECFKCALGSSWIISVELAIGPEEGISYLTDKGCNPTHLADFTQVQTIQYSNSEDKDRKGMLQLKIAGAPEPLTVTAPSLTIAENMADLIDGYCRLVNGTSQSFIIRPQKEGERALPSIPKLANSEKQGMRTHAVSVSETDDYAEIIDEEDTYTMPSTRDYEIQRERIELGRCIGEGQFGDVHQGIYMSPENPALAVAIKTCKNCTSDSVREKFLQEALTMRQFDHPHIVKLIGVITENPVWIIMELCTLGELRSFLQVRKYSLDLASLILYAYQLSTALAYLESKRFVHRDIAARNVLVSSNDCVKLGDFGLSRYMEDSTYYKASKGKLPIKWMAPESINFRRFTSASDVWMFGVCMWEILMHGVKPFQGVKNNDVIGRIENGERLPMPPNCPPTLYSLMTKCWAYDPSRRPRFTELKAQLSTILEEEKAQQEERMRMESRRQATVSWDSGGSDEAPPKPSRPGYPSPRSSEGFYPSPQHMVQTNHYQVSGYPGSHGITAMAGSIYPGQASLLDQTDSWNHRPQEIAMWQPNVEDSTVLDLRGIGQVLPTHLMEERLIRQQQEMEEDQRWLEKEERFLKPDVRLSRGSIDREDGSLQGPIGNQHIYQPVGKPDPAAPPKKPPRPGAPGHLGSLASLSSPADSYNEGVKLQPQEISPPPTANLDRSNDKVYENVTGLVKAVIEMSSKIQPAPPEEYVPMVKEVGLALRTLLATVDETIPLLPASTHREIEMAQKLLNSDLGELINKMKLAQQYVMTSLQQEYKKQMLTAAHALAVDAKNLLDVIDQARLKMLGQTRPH
# ERa coact inh: ER-alpha (human) coactivator binding inhibition; P03372; TR-FRET ER-alpha LBD / SRC-1 peptide, estradiol-bound; inhibition, % at 25.6 µM; hit rate 1.7% among 86,000; in the data active = inhibition above about 50%;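 note: 0% = receptor plus peptide control and 100% = peptide only without receptor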
# PTPN22 inh 2: LYP (human) phosphatase inhibition. Q9Y2R2. recombinant LYP catalytic domain, DiFMUP fluorescence. inhibition, % at 2 µM. hit rate 0.21% among 96,000. AID 640;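 active = inhibition at 2 µM at or above a set limit, the screen mean plus 3 SD, cut at about 24% in these data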;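 note: 0% = DMSO with enzyme and 100% = enzyme fully blocked by orthovanadate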
# An asterisk follows results filed as active; x = not tested or not shown; [ ] = remark or other dose. Hits appear at their usual frequency; about 3.8% have a hit in one of these screens.
SMILES,PTK2B oligo ant,HUVEC tox IL1B,PTPN22 act,F-actin modifier,TNFa cytotox,VCAM1 TNFa inh,FAK blocker,ERa coact inh,PTPN22 inh 2
CCOC(=O)c1sc(NC(=O)c2ccc(Br)o2)cc1C,-1.3,-20,-9,8,-14,-3,-5,-2,7
COc1ccc(-c2noc(CSc3nnc(CCc4ccccc4)n3-c3ccccc3)n2)cc1OC,-1.2,-18,2,18,-32,11,6,-10[fluorescence artefact?],-6
C=CCSc1nnc(-c2ccccc2NC(=O)CC)c(=O)[nH]1,-1,-137,-2,-2,8,23,1,-8,0
Cc1cc(-c2ccc(Cl)cc2)n2nc(N)nc2n1,-0.49,-11,4,8,-47,3,2,-6,-6
Cc1ccc(/C(N)=N/OC(=O)N2CCOCC2)cc1,1.9,0,-1,-7,15,-2,3,x,4
CCC12CN3CC(CC)(CN(C1)C3c1ccccc1Cl)C2O (configuration not stated),0.67,14,-5,-26,-15,24,-3,-8,4
CC1(C)CC(=O)C(C(c2ccccc2F)C2C(=O)CC(C)(C)CC2=O)C(=O)C1,-0.41,-22,0,-4,-7,-3,4,x,5
Cc1sc2nc(C3CC3)nc(NCCNS(C)(=O)=O)c2c1C,0.93,6,8,44,-6,-8,4,-24,-9
COc1ccccc1-c1cc(C(=O)N2CCCCC2)no1,x,-22,3,-5,-6,4,-3,-8,-3
O=C(Cn1ncc2c1-c1ccccc1OC2)N1CCN(c2ccccn2)CC1,x,-10,4,2,-12,14,2,-8,-5
COC(=O)c1c(NC(=O)c2cccs2)sc2c1CCCC2,-1.6,-1,6,-14,-10,33,-4,-2,-6
O=C(COC(=O)C12CC3CC(CC(C3)C1)C2)Nc1ccc(OC(F)F)cc1,-0.61,-14,4,-6,-11,0,1,x,-6
Oc1ccccc1-c1nc(NCc2ccco2)c2ccccc2n1,-1.2,-11,3,-25,-10,1,10,24[fluorescence artefact?],-5
Cc1ccccc1S(=O)(=O)c1c(C)cc(C)n(C(C)C)c1=O,0.45,x,0,3,-6,7,3,-9,-3
COc1ccc(N(CC(=O)NCc2ccc3c(c2)OCO3)S(=O)(=O)c2c(C)nn(C)c2C)cc1,x,-1,-1,-3,-14,12,0,3,-3
Cc1cc(NC(=O)CN2CCN(c3ncccn3)CC2)no1,0.22,-4,-11,28,-21,4,-4,-17[fluorescence artefact?],9
COC(=O)C(/C=N/OCc1ccc([N+](=O)[O-])cc1)NC(=O)c1ccccc1 (configuration not stated),0.45,-3,0,-6,1,2,1,-5,0
Cc1ccccc1NC1=C(Cl)C(=O)OC1NC(=O)c1ccccc1 (configuration not stated),0.12,-61,-6,2,-2,-3,-3,-3,8
CC(=O)CCc1ccc(OCCCCn2cncn2)cc1,0.11,-8,5,-1,-22,25,1,8,-2
O=C1c2ccccc2C(Nc2ccc(F)cc2F)N1CCN1CCOCC1 (configuration not stated),x,7,-10,13,-9,0,4,-3,9
CN(Cc1ccco1)C(=O)C1CCC(=O)N1Cc1ccc(F)cc1 (configuration not stated),0.83,-66,2,12,-21,-14,-1,-5,-4
CC(SC1=NCCS1)C(=O)Nc1nnc(-c2ccc(Cl)cc2)s1 (configuration not stated),x,0,12,-2,-19,18,-4,6[fluorescence artefact?],-13
Cc1ccc(S(=O)(=O)N(C)/C(=N/S(=O)(=O)c2ccccc2)c2ccccc2)cc1,-0.37,-2,-6,23,2,21,1,x,11
COCCn1nnnc1C(c1cc2cc(C)cc(C)c2[nH]c1=O)N1CCN(c2ccccc2F)CC1 (configuration not stated),0.35,-203,-9,4,-7,-12,-2,20[fluorescence artefact?],8
Cc1ccc(SC(C)C(=O)Nc2ccccc2C(=O)N2CCOCC2)cc1 (configuration not stated),0.83,11,6,8,-20,-3,-1,x,-9
C=CCn1c(N)c(C(=O)NCc2ccco2)sc1=S,0.15,-24,9,0,-23,11,0,-8[fluorescence artefact?],-15
Cc1ccc(C)c(NC(=O)c2ccc(OC(=O)c3ccco3)cc2)c1,0.98,46,-4,-10,-12,2,0,-8,3
COc1ccccc1N1CCN(C(=O)Nc2cccc(C)c2)CC1,0.9,-45,11,9,-25,1,2,4,-13
Cc1nc2ccc(Cl)cc2nc(C)/c1=N\O,-0.64,13,-5,0,-16,-4,0,-5,4
N#Cc1nc(-c2cccs2)oc1NCc1ccc2c(c1)OCO2,-0.43,13,-16,-10,-10,10,11,3,15
Cc1cccc(-c2nnc(SCCOc3ccc4c(C)cc(=O)oc4c3)o2)c1,1.4,17,-4,5,10,1,0,x,7
CC(=O)c1c(CC(=O)O)[nH]n(-c2nc3ccccc3s2)c1=O,-0.47,9,14,10,-7,0,-4,49,-12
COc1ccc(Cc2c(O)nc(SC)n(C(C)=O)c2=O)cc1,0.17,18,-1,-28,8,-11,8,25[fluorescence artefact?],-1
COc1cc2c(cc1NC(=O)CSc1nnc(Cc3cccs3)n1Cc1ccco1)oc1ccccc12,-2.6,-21,-8,-7,-26,6,1,-7,7
Nc1nc(SCc2ccc(Cl)cc2Cl)ns1,-0.91,9,-10,13,-16,0,1,2,7
O=C(CCSc1ccc(Cl)cc1)c1cccs1,0.77,14,-4,-1,12,-12,12,x,2
O=C(CCCOc1ccccc1)N1CCCc2ccccc21,-1.5,5,-2,13,-4,31,2,22,4
CC(CN1CCN(C)CC1)OC(=O)c1ccc(Cl)cc1 (configuration not stated),0.5,-4,-1,6,-26,7,0,2,1
Cc1noc(C)c1C(=O)N1CCCC1,-0.94,4,13,x,-43,12,1,3,-11
Cc1ccccc1-n1nc2c(c1NC(=O)c1cccc(F)c1)CS(=O)C2 (configuration not stated),x,-6,-1,13,-28,-4,-6,-9,-2
O=P(CCCCCCCCCP(=O)(c1ccccc1)c1ccccc1)(c1ccccc1)c1ccccc1,-2.3,-15,-17,-9,4,-11,5,x,16
COc1ccc(C(=O)NC2CCN(S(=O)(=O)Cc3ccccc3)CC2)c(OC)c1,0.67,-7,-2,-1,-10,17,-2,5[fluorescence artefact?],-2
O=C(/C=C/c1cccc([N+](=O)[O-])c1)NCCSc1ccccc1,1.5,-38,-5,4,-6,-33,2,x,8
COC(=O)CC1=C(C(=O)OC)C(c2ccc3c(c2Cl)OCO3)C(C#N)=C(N)O1 (configuration not stated),-0.91,14,-6,-5,0,8,6,-2,9
O=C(Cn1cc2c(n1)CCCCC2)N1CCc2ccccc2C1,x,6,7,0,-1,2,8,x,-9
CCOC(=O)Cc1csc(NC(=O)CSc2nnc(-c3cccnc3)n2Cc2ccco2)n1,1.4,-22,0,5,-39,16,-1,-6,0
O=C(NCc1ccccn1)C1CCC(=O)N1C1CCCC1 (configuration not stated),x,-3,-10,20,-16,-5,0,1,8
Nc1c(C(=O)NCc2ccco2)c2nc3ccccc3nc2n1CCc1ccc(F)cc1,-2.2,-1,-5,2,-17,2,1,31,5
O=C(CSc1nnc(-c2c[nH]c3ccccc23)o1)N1c2ccccc2CCc2ccccc21,-2.3,-19,-3,-13,-5,12,3,3,4
O=C(COc1ccccc1CNCc1ccccc1)Nc1ccccc1,0.68,1,3,-11,1,1,2,1[fluorescence artefact?],-1
O=C(CCN1C(=O)c2ccccc2C1=O)NC1=NCCS1,0.13,4,-3,2,1,8,5,x,1
CCCCSC(=S)N(C)C1CCS(=O)(=O)C1 (configuration not stated),0.82,12,2,-6,-18,-14,-9,x,4
CCOC(=O)C(CC)/C(C)=N/NC(=O)c1ccc([N+](=O)[O-])cc1 (configuration not stated),-0.45,-4,7,-2,10,1,1,x,-4
O=C(NC1CCCC1)C(c1c[nH]c2ccccc12)N(C(=O)Cn1nnc(-c2ccc(Cl)cc2)n1)c1ccccc1 (configuration not stated),-2.4,-19,0,16,18,5,1,x,-3
CCOc1ccc2nc(C(C)O)[nH]c2c1 (configuration not stated),-1.4,-22,-2,-7,-6,12,-1,3[fluorescence artefact?],1
O=C(Nc1cccc(C(F)(F)F)c1)C1CCCCC1,0.16,9,5,2,10,3,0,4,-3
CCCCCCn1c(SCC(=O)c2c(N)n(C)c(=O)n(C)c2=O)nc2ccccc21,-0.11,14,-10,x,0,12,1,1,13
Cc1ccc(-c2nnn(CC(=O)N(Cc3cccs3)C(C(=O)NC3CCCCC3)c3ccco3)n2)o1 (configuration not stated),0.68,-9,-3,3,-12,7,1,-1,2
Cc1ccc(N2CC(C(=O)NCc3ccc4c(c3)OCO4)CC2=O)cc1C (configuration not stated),0.4,-11,-6,16,-17,1,-9,-2,9
O=C(Nc1ccccc1Cl)N1CCn2c(nc3ccccc32)C1,0.33,2,2,1,-13,-10,-1,7,0
# Following part:
SMILES,PTK2B oligo ant,HUVEC tox IL1B,PTPN22 act,F-actin modifier,TNFa cytotox,VCAM1 TNFa inh,FAK blocker,ERa coact inh,PTPN22 inh 2
O=C(N1CCOCC1)N1CCCN(C(=O)N2CCOCC2)CC1,-0.07,5,-10,14,-18,1,0,17,10
CN(C)S(=O)(=O)c1ccc(C(=O)NCc2ccccc2)cc1,-0.17,-24,-10,-21,-14,-38,3,-5,8
CN(C)c1cccc2c(S(=O)(=O)N3CCOCC3)cccc12,-0.62,x,2,-4,-9,12,-1,2[fluorescence artefact?],-6
Cc1cc(=O)oc(C)c1C(=O)NCc1ccccc1,0.78,-6,3,-9,-9,-6,6,0,-7
Cc1ccccc1CS(=O)(=O)Cc1ccc(C(=O)NCc2ccco2)o1,x,-11,-1,-4,-42,-61,-5,-5,-1
CC(C)(C)c1cc(NC(=O)COC(=O)C2CC2)n(-c2ccccc2)n1,0.46,-40,-4,9,-18,-2,-4,12,2
O=C(NCC12CC3CC(CC(C3)C1)C2)c1nn2c(c1Cl)NC(c1ccco1)CC2C(F)(F)F (configuration not stated),0,-8,-10,-41,-4,-26,2,-11,7
Cc1onc(-c2c(Cl)cccc2Cl)c1C(=O)Nc1c(C)n(C)n(-c2ccccc2)c1=O,1.3,6,-10,-23,-6,-1,0,-14,9
Cc1c(C(c2cccc([N+](=O)[O-])c2O)c2c(C)n(C)n(-c3ccccc3)c2=O)c(=O)n(-c2ccccc2)n1C,0.49,-88,14,-18,-39,0,-4,x,-10
CN(C)S(=O)(=O)c1ccc(C(=O)OCC(=O)NC(=O)NCc2ccccc2)cc1,0.02,-7,1,19,-11,0,4,1[fluorescence artefact?],-4
CCCc1nc(N2CCCC2)c(C#N)c2c1CCCC2,-0.25,6,2,-17,11,-3,8,-10,2
COc1ccc(NC(=O)c2ccc(C(=O)c3cc(OC)ccc3OC)cc2)cc1,0.37,-8,1,24,-26,7,-13,x,1

# Part of the list above, reduced to TNFa cytotox:
canonical_smiles	TNFa cytotox
Cc1ccccc1CS(=O)(=O)Cc1ccc(C(=O)NCc2ccco2)o1	-42
CC(C)(C)c1cc(NC(=O)COC(=O)C2CC2)n(-c2ccccc2)n1	-18
O=C(NCC12CC3CC(CC(C3)C1)C2)c1nn2c(c1Cl)NC(c1ccco1)CC2C(F)(F)F (configuration not stated)	-4
Cc1onc(-c2c(Cl)cccc2Cl)c1C(=O)Nc1c(C)n(C)n(-c2ccccc2)c1=O	-6

# Next part:
SMILES,PTK2B oligo ant,HUVEC tox IL1B,PTPN22 act,F-actin modifier,TNFa cytotox,VCAM1 TNFa inh,FAK blocker,ERa coact inh,PTPN22 inh 2
CC(=O)c1c(C)[nH]c2ccccc2c1=O,1.1,17,-2,17,1,0,-1,-2,5
Cc1ccc(S(=O)(=O)Nc2nc(C)c(NC(=O)Nc3ccc(Cl)cc3Cl)s2)cc1,-0.3,-38,-2,14,4,16,-11,x,4
CCN(CC)CCn1c(O)c(N=O)c2ccccc21,0.38,-31,5,-10,-8,19,-2,1,-7
O=C(Nc1cccc(NS(=O)(=O)c2ccc(S(=O)(=O)NC3CC3)cc2)c1)c1ccccn1,-0.47,-3,7,-11,-6,6,-3,11,-9
COc1ccc(NC(=O)CC2Oc3ccc(C)cc3NC2=O)cc1 (configuration not stated),x,-7,17,10,-27,8,-3,2,-20
Cn1cccc1C(=O)NC(=O)CSc1nnc(C2CC2)n1-c1ccccc1,-0.38,-145,-2,-14,2,16,1,14[fluorescence artefact?],1
